# NOD2 inhibition: inhibition of NOD2-driven NF-kB reporter – cell-based, luminescence, uHTS, HEK293 (AID 1566) | inhibition, % at 4 µM, or EC50 in µM where a hit was titrated | HEK293 NOD2/NF-kB luciferase reporter, luminescence; higher % means a stronger effect | 290,000 tested, 0.63% active; further: many of its hits are not listed in these tables
# HIV fusion peptide: cell-free HIV fusion peptide-binding blockers – biochemical, uHTS, fluorescence dequenching, primary screen (AID 1986); cell-free peptide binding, fluorescence dequenching, 30 min; higher % means a stronger effect; inhibition, % at 20 µM; hits with a dose series show IC50 in µM; 290,000 tested, 0.3% active; in the data active means inhibition mostly above about 52%, no sharp cut-off; inactive means mostly below about 76%; further: some results filed as inactive read as strong as hits
# Yfh1-off respiration: mitochondrial function rescue without frataxin homolog – Friedreich's ataxia, plus single-dose screen, dose response (AID 1465); S. cerevisiae Yfh1-off respiration, WST-1 reduction, 72 h; higher fold induction means a stronger effect; one-dose fold induction at 50 µM; EC50 in µM for titrated hits; 220,000 tested, 0.074% active;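 active means fold induction of absorbance versus untreated yeast above a set limit, then at least 30% activation at any dose in follow-up; inconclusive means repeats straddling the limit, or above it without dose testing; inactive means fold induction below the set limit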;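 further: activators that raise dye reduction in frataxin-depleted yeast; strong numbers were not always called active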
# NOD1 inhibition: NOD1 signaling inhibitors, primary screen, cell-based, luminescence, uHTS (AID 1578) | inhibition, % at 4 µM; hits with a dose series show EC50 in µM | 290,000 tested, 1% active | NOD1-driven NF-kB luciferase reporter cells, luminescence; higher % means a stronger effect; in the data active means inhibition mostly above about 36%, no sharp cut-off; inactive means mostly below about 34%;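 further: HEK-293T reporter cells stimulated with the NOD1 agonist gamma-tri-DAP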
# KOR beta-arrestin-1: KOR agonists, beta-arrestin recruitment, primary screen, cell-based, luminescence, uHTS (AID 1777); 280,000 tested, 0.02% active; KOR beta-arrestin recruitment, luminescence; higher % means a stronger effect; activation, % at 10 µM, or EC50 in µM where a hit was titrated; in the data active means activation above about 50%, passing the limit was not always enough; further: a part of the inactive calls stands beside numbers as strong as those of hits
# NS5 inhibitors: flavivirus cap methylation enzyme inhibition – biochemical, confirmation dose response, primary screen (AID 588689). Dengue-2 NS5 methyltransferase capping enzyme assay, biochemical; higher % means a stronger effect. one-dose inhibition, % at 25 µM; IC50 in µM for titrated hits. 340,000 tested, 0.3% active; in the data active means a potency from the dose series; inconclusive means inhibition above about 29% without an active follow-up result
# KOR beta-arrestin-2: kappa opioid receptor blockers – cell-based, luminescence, uHTS (AID 1778) | KOR beta-arrestin recruitment, luminescence, antagonist mode; higher % means a stronger effect | one-dose inhibition, % at 10 µM; IC50 in µM for titrated hits | 290,000 tested, 0.091% active; further: strong numbers were not always called active
# AID2073: disruptors of CaV2.2 binding to Mint1 – biochemical, HTRF (AID 2073). HTRF protein-protein interaction, Mint1-CaV2.2; higher % means a stronger effect. one-dose inhibition, % at 20 µM; IC50 in µM for titrated hits. 290,000 tested, 0.19% active; in the data active means inhibition mostly above about 51%, no sharp cut-off; inconclusive means no clear call, values can overlap the other calls; inactive means mostly below about 53%; further: some results filed as inactive read as strong as hits
# West Nile antiviral: West Nile virus antiviral activity, cell-based, CPE readout (AID 1621). West Nile virus-infected cells, CPE inhibition; higher % means a stronger effect. one-dose CPE inhibition, % at 10 µM; IC50 in µM for titrated hits. 290,000 tested, 0.02% active; in the data active means a potency from the dose series; inconclusive means CPE inhibition mostly from about 3.7% at the one dose, without a potency; inactive means the rest, 99 in 100 with CPE inhibition below about 2.2%; further: strong numbers were not always called active
# Starred values were filed as active, the others as inactive; i = inactive; u = inconclusive; x = not tested or not shown; [ ] = another dose, or the depositor's remark. Unless noted, no stated cut-off is given here; in the data, active means inhibition above about 50%; inactive means the rest. Not all compounds are listed; the hit share may differ from the screen's.
canonical_smiles | NOD2 inhibition | HIV fusion peptide | Yfh1-off respiration | NOD1 inhibition | KOR beta-arrestin-1 | NS5 inhibitors | KOR beta-arrestin-2 | AID2073 | West Nile antiviral
CCN(CC)CCN1C(=O)C(O)=C(C(=O)c2sc(C)nc2C)C1c1cccnc1 (configuration not stated) | -1% | -1.6% | i | 8% | -6.0% | 2% | -18% | 4% | 1.1%
O=C(CCCn1c(=O)[nH]c2cc(Cl)ccc2c1=O)NC1CCCCCCC1 | 2% | -0.5% | i | 25% | 6.5% | -3% | -35% | 21% | -0.7%
CC(O)c1nc2ccccc2n1CC(=O)Nc1ccc2c(c1)OCCO2 (configuration not stated) | 1% | -4.3% | i | 6% | x | -2% | x | -5% | -0.5%
CCOC(=O)c1cnn(-c2ncnc3c2cnn3C)c1N | -19% | 1.2% | i | -11% | 8.5% | 2% | -40% | -3% | 0.3%
Cn1c(/C=C(\C#N)C(N)=S)ccc1-c1ccc(Br)cc1 | -12% | 65% | i | -36% | -6.5% | -8% | -14% | 17% | -0.9%
O=c1cc(CNCCCO)c2ccccc2[nH]1 | -3% | 0.6% | i | 14% | 1.7% | -3% | -144% | 2% | 0.8%
O=C1N2CCSC2=NC1(Nc1ccccn1)C(F)(F)F (configuration not stated) | 10% | 3.0% | i | -12% | -0.9% | -4% | 10% | 10% | -0.2%
COc1ccc(/C=C(/NC(=O)c2ccco2)C(=O)NCc2ccco2)cc1OC | -2% | -0.9% | x | -45% | 0.2% | -10% | -4% | -5% | 0.6%
COc1ccc(/C=N\NC(=O)c2cccc(Br)c2)c(OC)c1 | 21% | -0.5% | i | -39% | x | 1% | 6%[20 µM] | 6% | -0.2%
COc1ccccc1NC(=O)Cc1nnc(SCC(=O)NC2CCCCC2C)n1C (configuration not stated) | 3% | 0.4% | x | -6% | 0.9% | -4% | -23% | 5% | -0.2%
CCN(c1ccccc1C(=O)O)S(=O)(=O)c1cccc2nsnc12 | 15% | -1.4% | x | -8% | 2.7% | 2% | -29% | -2% | 0.6%
CCOc1ccc(C(=O)Oc2ccc(NC(C)=O)cc2)cc1 | 3% | 0.6% | i | -52% | -2.0% | x | 5% | 24% | -0.3%
COCCCN1C(=O)C(=O)/C(=C(/O)c2ccc(S(=O)(=O)N3CCOCC3)cc2)C1c1cccc(Cl)c1 (configuration not stated) | 6% | 3.3% | x | -5% | 0.5% | -2% | -31% | -1% | 0.1%
O=C(O)C1CC(=O)N(c2ccc(F)c(F)c2)C1 (configuration not stated) | -4% | -1.1% | i | -25% | -5.3% | -3% | -23% | 0% | 0.1%
O=C(NCCCc1ccncc1)C1CCC(=O)N(Cc2cccc(F)c2)C1 (configuration not stated) | 19% | -0.3% | x | -5% | -3.9% | 0% | -13% | 9% | 0.0%
COc1cc(/C=C(\C#N)c2nc3ccccc3[nH]2)ccc1O | -183% | 27% | x | -2% | -2.7% | -60% | -7%[20 µM] | -2% | -0.1%
O=C(Cc1ccc(Cl)cc1)Nc1ccccc1N1CCN(C(=O)c2ccccc2)CC1 | 6% | 0.4% | x | -30% | 5.8% | -5% | 2% | -7% | 0.1%
Cc1cc(-c2nnc(SCC(=O)NC3CC3)n2C(C)C)cs1 | -2% | -1.1% | x | -10% | 1.1% | 1% | 2% | 7% | 0.1%
NNC(=O)CN1C(c2ccc(Br)cc2)=Nc2ccc(Br)cc2C1c1ccccc1 (configuration not stated) | -5% | 12% | i | -25% | 1.3% | -3% | 24% | 22% | -1.3%
CCOC(=O)C1CCN(C(=O)/C=C/c2ccc3c(c2)OCO3)CC1 | -34% | 0.5% | x | -48% | -0.6% | 1% | -42%[20 µM] | -1% | -0.1%
CCc1cc2cc3c(cc2nc1SCC(=O)Nc1cc(C)on1)OCO3 | -1% | -1.3% | i | -85% | 8.7% | 1% | -63% | 2% | 1.2%
CCOC(=O)c1ccc(N=Nc2c(C)[nH]n(-c3ccccc3)c2=O)cc1 | 21% | -1.8% | x | -26% | -4.5% | -1% | 7% | -4% | 0.2%
Cc1nn(C)cc1C(=O)NNC(=S)Nc1ccc(Cl)cc1 | 4% | -2.3% | i | -25% | 1.2% | -7% | 18% | -17% | -0.5%
Cc1ccccc1-n1c(SCC(=O)c2cc(C)n(C)c2C)nnc1-c1ccncc1 | 17% | -1.5% | i | 6% | -0.3% | -15% | 8% | -4% | -0.1%
CCn1c(CNC(=O)Cc2ccc(OC)cc2)nnc1SCC(=O)Nc1nccs1 | 12% | -1.2% | i | -10% | -2.8% | -1% | -2% | 10% | -0.2%
COc1cc(CC(=O)Nc2ccc3nc(C)sc3c2)cc(OC)c1OC | -3% | 1.4% | i | -5% | -4.1% | x | -19% | -4% | -0.7%
COC(CNC(=O)c1cnn2c(C)c(Cc3ccccc3)c(C)nc12)OC | -6% | -0.7% | i | -15% | 1.8% | -1% | 14% | 36% | -1.8%
COc1ccc(CNC(=O)CSc2nnc3nc(C)cc(C)n23)cc1OC | 11% | -0.3% | i | -32% | 2.2% | -5% | -9% | u | 0.0%
CN(C(=O)CC1C(=O)NCCN1Cc1ccc(F)cc1)C1CCOCC1 (configuration not stated) | -9% | -0.2% | i | -3% | -0.5% | 5% | -6% | -9% | 0.6%
CC1(C(=O)OCC(=O)Nc2ccccc2)CC1(Cl)Cl (configuration not stated) | 4% | 1.9% | i | -30% | 0.2% | -9% | -4% | 15% | -0.3%

# (further entries)
canonical_smiles | NOD2 inhibition | HIV fusion peptide | Yfh1-off respiration | NOD1 inhibition | KOR beta-arrestin-1 | NS5 inhibitors | KOR beta-arrestin-2 | AID2073 | West Nile antiviral
NS(=O)(=O)c1ccc(CCNC(=O)c2ccncc2)cc1 | -18% | 0.4% | x | -4% | 4.1% | -5% | -25% | 4% | 0.3%
CCn1c(N2CCN(S(=O)(=O)c3ccc(OC)cc3)CC2)nc2ccccc21 | 31% | -1.1% | x | 8% | -1.7% | 5% | 8% | 1% | -2.0%
CC(Oc1ccccc1)C(=O)Nc1nnc(S(=O)(=O)N2CCCCC2)s1 (configuration not stated) | 16% | 4.7% | x | -16% | -0.4% | 3% | -35% | 6% | 0.7%
O=C(N/N=C/c1ccc(-c2cccc([N+](=O)[O-])c2)o1)c1ccccc1O | 26% | 3.4% | i | -20% | -10% | 5% | -4% | 7% | -0.2%
Cc1nn(-c2ccccc2)c(Cl)c1/C=N/NC(=O)CNC(=O)c1ccccc1Cl | -26% | 0.3% | i | -25% | -1.0% | 4% | -34% | 15% | -0.3%
COCCn1c(SCC(=O)N2CCOCC2)nnc1-c1ccco1 | -1% | 1.6% | x | -31% | -0.9% | -5% | 8% | 4% | 0.4%
CCn1cc(C(=O)N2CCN(c3cccc(Cl)c3)CC2)c2cc(OC)c(OC)cc2c1=O | 4% | -2.0% | i | -21% | 0.1% | -11% | -43% | -10% | -0.1%
CCc1ccc(NC(=O)C2CCCN(S(=O)(=O)c3c(C)[nH]c(=O)[nH]c3=O)C2)cc1 (configuration not stated) | -7% | 2.1% | i | -34% | 0.0% | -4% | -43% | 36% | 0.1%
COC(=O)c1ccccc1NC(=O)c1ccc(NC(=O)C2CCCO2)cc1 (configuration not stated) | 24% | -1.0% | x | -31% | 2.4% | -8% | 5% | 6% | -0.1%
O=C(c1cc2ccccc2oc1=O)N(Cc1cccs1)CC1CCCO1 (configuration not stated) | -6% | -1.1% | i | 0% | x | -5% | -3%[20 µM] | 0% | 0.4%
CC(c1ccc(F)cc1)n1cc(C(=O)NCc2ccccn2)nn1 (configuration not stated) | -5% | -0.8% | i | -49% | -1.1% | -5% | 21% | -3% | -0.2%
OCCN1CCN(C(=S)c2ccc(Cl)cc2)CC1 | 19% | -1.2% | i | -37% | -0.9% | -12% | 24% | -21% | -0.2%
COc1cc(NC(=S)NCCc2ccccc2)c(OC)cc1NC(=O)CC(C)C | 2% | 0.7% | i | -25% | 2.2% | 14% | -21% | -22% | -0.6%
Cc1ccnc(NC(NC(=O)C(C)C)(C(F)(F)F)C(F)(F)F)c1 | 11% | -2.1% | i | -28% | 0.4% | -4% | -31% | 3% | -0.4%
O=[N+]([O-])c1ccc(C2OCCO2)cc1CS(=O)(=O)c1ccccc1 | -3% | -0.7% | i | -44% | -3.8% | -5% | 14% | 7% | 0.9%
CCOn1c(SCC)nc2ccccc2c1=O | 0% | -2.6% | i | -12% | 3.7% | -6% | -62% | 1% | -0.3%
COC(=O)c1ccc(NC(=O)c2ccco2)cc1 | -42% | 2.9% | i | -37% | 2.8% | 9% | 19% | -1% | 1.0%
COCCN1CN(S(=O)(=O)c2ccccc2)c2nc3ccccc3nc21 | 12% | -3.6% | i | -2% | -1.7% | 23% | -76% | -9% | 0.4%
Cc1ccc(/C=N/NC(=O)CNC(=O)c2ccc(C)c([N+](=O)[O-])c2)o1 | 15% | -2.2% | i | -21% | -3.6% | -11% | -25%[20 µM] | 21% | -0.4%
Cc1nc(CCNC(=O)C2CCC(=O)N(CCc3cccc(F)c3)C2)sc1C (configuration not stated) | 10% | -0.4% | x | -13% | 7.0% | -3% | -3% | 7% | -0.3%
CC(=O)NC1C(=O)N(C)c2ccc(Br)cc21 (configuration not stated) | 0% | 1.5% | i | -1% | 5.3% | -8% | -22% | 1% | -0.3%
COc1ccc(C/C(C)=N/NC(=S)Nc2ccc(C)c(C)c2)cc1 | -5% | -1.1% | i | -17% | -5.2% | -4% | -34% | -13% | -0.3%
CC(SCc1cc(=O)n2c([nH]c3ccccc32)c1C#N)C(=O)O (configuration not stated) | 16% | 37% | i | -25% | -4.6% | 2% | -10% | 22% | 0.3%
Cc1ccc(C)n1N1C(=O)/C(=C\c2ccc(Cl)cc2)SC1=S | -35% | 8.2% | i | 25% | 3.7% | 7% | -10% | -8% | -0.1%
O=c1c2c(-c3ccc([N+](=O)[O-])cc3)csc2nc2n1CCC2 | 12% | -2.6% | i | 9% | 5.0% | -6% | -34% | -9% | 0.6%
COc1ccc(N=Cc2cc(Cc3ccccc3Cl)cc([N+](=O)[O-])c2O)cc1OC | -10% | 69% | i | 62%* | 9.7% | u | 4% | u | x
O=C(NCc1ccncc1)C(F)(F)C(F)(F)C(=O)NCc1ccncc1 | 0% | 0.7% | i | -22% | -4.4% | 2% | -3% | 6% | 0.1%
Cc1ccsc1/C=N/Nc1nc2ccccc2s1 | -133% | -5.4% | i | -16% | -0.2% | -12% | -38% | 0% | -1.0%
NC(=O)C1CCN(CCC(=O)Nc2cccc(Cl)c2)CC1 | -9% | -0.5% | i | -1% | 0.0% | 5% | -7% | 6% | -0.6%
Cn1c(CCN2CCCCC2)nc2cc(NC(=O)Nc3ccccc3)ccc21 | -8% | 2.1% | i | -8% | 2.7% | -10% | -19% | -4% | -0.5%

# Whole records as entered above. Order of screens: NOD2 inhibition | HIV fusion peptide | Yfh1-off respiration | NOD1 inhibition | KOR beta-arrestin-1 | NS5 inhibitors | KOR beta-arrestin-2 | AID2073 | West Nile antiviral
# `O=C(NCc1ccncc1)C(F)(F)C(F)(F)C(=O)NCc1ccncc1` is entered as 0% | 0.7% | i | -22% | -4.4% | 2% | -3% | 6% | 0.1%
# `O=C(O)C1CC(=O)N(c2ccc(F)c(F)c2)C1` (configuration not stated) is entered as -4% | -1.1% | i | -25% | -5.3% | -3% | -23% | 0% | 0.1%

# Compound activity (PubChem)
